Sm TGR block: qHTS Assay for the Inhibitors of Schistosoma Mansoni Peroxiredoxins | Potency, µM (doses to about 114 µM), without a hit: at the highest dose activity change, negative = inhibition, usual class: inhibitors | Schistosoma mansoni thioredoxin glutathione reductase (TGR), Q962Y6 | purified TGR, DTNB reduction, TNB absorbance 405 nm | 360,000 compounds, 3% hits; note: potency is the fitted concentration of half-maximal effect; % is set by controls: 0 for no effect and ±100 for the full control effect; nearly all actives have a fitted effect of over 60% in size
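First, TGR (20 nM dispensed) and NADPH were mixed with compound. Second, a 15 min room-temperature incubation followed. Third, further NADPH and then DTNB were added to start the reaction. Finally, TNB absorbance was monitored kinetically.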
Pf growth 96h: Primary qHTS for delayed death inhibitors of the malarial parasite plastid, 96 hour incubation; Potency, µM (top dose mostly 28.7 µM), for inactives: top-dose activity change, negative = inhibition, most hits filed as inhibitors; AID 504834, 2011; P. falciparum luciferase reporter growth, 96 h; 320,000 compounds, 6.9% hits; note: potency is the fitted concentration of half-maximal effect; % is set by controls: 0 for no effect and ±100 for the full control effect
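Erythrocytes infected with luciferase-expressing P. falciparum were dispensed at 2% hematocrit and 0.05% parasitemia (final), then incubated with compounds 96 hours at 37 C in 5% CO2. Luminescence after detection reagent addition reported growth.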
Pf growth 48h: Primary qHTS for delayed death inhibitors of the malarial parasite plastid, 48 hour incubation | 310,000 compounds, 5.9% hits | P. falciparum luciferase growth in erythrocytes, 48 h | Potency, µM (doses to about 28.7 µM), without a hit: at the top dose activity change, negative = inhibition, usual class: inhibitors; note: potency is the fitted concentration of half-maximal effect; % is set by controls: 0 for no effect and ±100 for the full control effect
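Luciferase-expressing parasites in RBCs, 2% Hct / 0.1% parasitemia final; RPMI 1640 + 0.5% Albumax; 37 C, 5% CO2, one generation; luminescence read-out, lower signal = inhibition.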
FBPA Giardia inh: qHTS Assay for Inhibitors of Fructose-1,6-bisphosphate Aldolase from Giardia Lamblia; purified Giardia FBPA; A8B2U2; Potency, µM (titrated, usually from 59.6 µM), inactives show at the top dose activity, negative = inhibition, actives largely listed as inhibitors; AID 2451, 2010; 290,000 compounds, 0.71% hits; note: potency is the fitted concentration of half-maximal effect; % is set by controls: 0 for no effect and ±100 for the full control effect; nearly all actives have a fitted effect of over 55% in size
Target sequence (A8B2U2 whole entry, looked up): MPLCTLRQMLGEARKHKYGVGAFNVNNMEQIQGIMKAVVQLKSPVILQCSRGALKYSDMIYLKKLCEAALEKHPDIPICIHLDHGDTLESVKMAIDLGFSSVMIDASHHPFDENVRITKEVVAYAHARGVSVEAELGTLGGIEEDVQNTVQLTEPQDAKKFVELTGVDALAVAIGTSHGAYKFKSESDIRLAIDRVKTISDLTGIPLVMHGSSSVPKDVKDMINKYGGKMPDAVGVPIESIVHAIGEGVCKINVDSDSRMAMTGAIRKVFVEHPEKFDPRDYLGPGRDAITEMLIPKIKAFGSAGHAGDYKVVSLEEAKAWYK
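40 nM FBPA preincubated 10 min at RT with compound (up to 57.5 uM final), then substrate plus GAPDH/TPI/NAD/arsenate coupling and diaphorase/resazurin added. Fluorescence read after 20 min at RT, 525/598 nm.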
Shiga toxin inh: A qHTS for Small Molecule Inhibitors of Shiga Toxin; Vero cells, Shiga toxin protein synthesis inhibition reporter; inhibition, % at 38.7 µM; 290,000 compounds, 9.2% hits; AID 2315, 2010; in the data active = inhibition mostly above about 28%, no sharp cut-off; inactive = mostly below about 43%; note: 0% is about no effect
Cycloheximide cs: Cycloheximide Counterscreen for Small Molecule Inhibitors of Shiga Toxin; max response, %; cell reporter, cycloheximide protein synthesis inhibition counterscreen; 300,000 compounds, 12% hits; AID 2314, 2010; in the data active = max response mostly above about 13%, no sharp cut-off; inactive = mostly below about 14%; note: read at 38.3 µM for the half of the compounds with a filed dose; 0% is about no effect
* hit, by the source's call; i = inactive; u = inconclusive; x = not tested or not shown; & = joins results of further samples; [ ] = another dose, or the depositor's remark. Unless noted, calls come from the whole dose curve; as a rule, active = well fitted curve in the direction sought with a large enough effect; inconclusive = small, poorly fitted or top-dose-only effect, or another doubt; inactive = no such curve, though single readings can be large; an effect the other way counts as inactive or inconclusive. No enrichment for hits. Share with any hit: about 24%.

(1) COC(=O)C1CSC(C(=O)OC)N1C(=O)Nc1c(C)cccc1C (stereo unspecified)
(2) Cc1cc([N+](=O)[O-])nn1CC(=O)NCCCn1ccnc1
(3) Cc1ccc(OC(F)F)c(NC(=O)Nc2ccc3c(c2)OCO3)c1
(4) CNS(=O)(=O)c1cccc(C(=O)NCC2(N3CCOCC3)CCCCC2)c1
(5) O=c1c(-c2ccccc2)coc2c(CN3CCCC3)c(O)ccc12
(6) Cc1ccc(C)n1-c1ccc(C(=O)NC2CCN(Cc3ccccc3)CC2)cc1
(7) Cc1cc(C)n2nc(C(=O)N3CCCC(CNS(=O)(=O)c4cccs4)C3)cc2n1 (stereo unspecified)
(8) COC(=O)c1cc(NC(=O)c2ccccc2F)cc(C(=O)OC)c1

assay / entry,1,2,3,4,5,6,7,8
Pf growth 48h,-10%,15%,19%,-14%,-27%,u,u,3%
Pf growth 96h,0%,0%,13%,3%,3%[5.75 µM],12µM*,u,61%[activator]
Shiga toxin inh,-5,-12,-10,10,12,17,8,-13
Cycloheximide cs,-3,8,-4,-2,1,-2,6,-5
Sm TGR block,3%,x,-2%,-1%,-3%,-10%,-5%,0%
FBPA Giardia inh,1%,0%,3%,0%,3%,0%,1%,0%

(9) COc1ccc(S(=O)(=O)N2CCN(C)CC2)cc1NC(=O)c1ccccc1F
(10) CN(C)S(=O)(=O)c1ccc(C(=O)NCCSc2ccc(Br)cc2)cc1
(11) Cc1cc([N+](=O)[O-])ccc1NCc1cccc([N+](=O)[O-])c1
(12) COc1ccc(NC(=O)c2[nH]c(C)c(C(C)=O)c2C)cc1Cl
(13) O=C(C1CCN(S(=O)(=O)Cc2ccccc2)CC1)N1CCCc2ccccc21
(14) CC(=O)Nc1ccc(S(=O)(=O)C(C#N)c2nc3ccccc3nc2NCCO)cc1 (stereo unspecified)
(15) COc1cccc(CC(=O)Nn2c(C)nc3ccccc3c2=O)c1
(16) C/C(Cn1cnc([N+](=O)[O-])n1)=N/NC(=O)COc1ccccc1Cl

assay / entry,9,10,11,12,13,14,15,16
Pf growth 48h,14%,1%,u,u,60%[activator],u,3%,2%
Pf growth 96h,-9%,-17%,10µM*,-21%,-29%,u,-20%,55%[activator]
Shiga toxin inh,10,16,-2,56,26,-6,0,9
Cycloheximide cs,-3,-5,-1,60*,11,-1,-2,7
Sm TGR block,10%,0%,-14%,0%,-2%,-4%,11%,-2%
FBPA Giardia inh,6%,3%,-1%,u,10%,-13%,5%,-21%

(17) Cc1cccc(NC(=O)CNC(=O)c2cccs2)n1
(18) COc1ccc(/C=C2/C(=O)N(c3ccccc3)N=C2C)cc1OC
(19) O=C(Nc1ccccc1Cl)C1CCCN(S(=O)(=O)c2cccc3cccnc23)C1 (stereo unspecified)
(20) CCc1nc2cc(C)nn2c2nc3ccccc3n12
(21) S=C(NCc1ccco1)Nc1ccc(Cl)c(Cl)c1
(22) CN(CC(=O)NC(=O)NC1CCCCC1)Cc1ccccc1
(23) CC(=O)Nc1ccc(-c2csc(Nc3ccc(Cl)cn3)n2)cc1
(24) O=C(CSc1nnc(-c2ccncc2)o1)NCc1ccccc1Cl

assay / entry,17,18,19,20,21,22,23,24
Pf growth 48h,39%[activator],1%,u,18%,21%,5%,11%,3%
Pf growth 96h,31%[activator],100%[activator],28%,-12%,51%[activator],-15%,2%,-16%
Shiga toxin inh,x,-8,-2,-8,60,x,23,1
Cycloheximide cs,x,-2,1,2,31*,x,38*,-5
Sm TGR block,0%,63%[activator],-3%,6%,3%,-12%,-3%,-7%
FBPA Giardia inh,x,7%,x,12%,-2%,x,-4%,-5%

(25) COC(C[C@H](O)[C@H](C)[C@H](O)COCc1ccccc1)OC
(26) CSC1=C(C#N)C(c2ccccc2C)C(C#N)=C(N)N1 (stereo unspecified)
(27) CC(=O)Nc1ccc(OCCOc2ccc(/C=C3/C(=N)N4C=CSC4=NC3=O)cc2)cc1
(28) N#CCc1ccc(C(=O)c2ccccc2F)s1
(29) COCCn1c(=NC(=O)C2COc3ccccc3O2)sc2cc(S(N)(=O)=O)ccc21 (stereo unspecified)
(30) CCCCC1=C(C(=O)OCC)C(C(=O)OCC)Oc2ccccc21 (stereo unspecified)
(31) CC(C)NC(=S)N=Nc1c(O)[nH]c2ccc([N+](=O)[O-])cc12
(32) CC(=O)Nc1cccc(-c2cc(C)c3cc4c(cc3n2)OCO4)c1

assay / entry,25,26,27,28,29,30,31,32
Pf growth 48h,58%[activator],-16%,-5%,-23%,-12%,x,u,24%
Pf growth 96h,55%[activator],-6%,u,u,u,x,u,79%[activator]
Shiga toxin inh,2,-12,-3,64,-16,i,-5,109*
Cycloheximide cs,-5,-2,-2,17*,-1,7,1,37*
Sm TGR block,26%,u,-2%,1%,-13%,x,6%,2%
FBPA Giardia inh,5%,u,1%,3%,2%,-8%[89.2 µM],-21%,-17%

(33) N#CCCSCc1ccc(C(=O)O)o1
(34) Cc1cc(C)c(OCCn2ccnc2)c(C)c1
(35) O=C(OC[C@H]1O[C@@H](OC(=O)c2cc(O)c(O)c(OC(=O)c3cc(O)c(O)c(O)c3)c2)[C@H](OC(=O)c2cc(O)c(O)c(OC(=O)c3cc(O)c(O)c(O)c3)c2)[C@@H](OC(=O)c2cc(O)c(O)c(OC(=O)c3cc(O)c(O)c(O)c3)c2)[C@@H]1OC(=O)c1cc(O)c(O)c(OC(=O)c2cc(O)c(O)c(O)c2)c1)c1cc(O)c(O)c(OC(=O)c2cc(O)c(O)c(O)c2)c1
(36) Cc1nn(C)cc1NC(=O)c1cc2nc(-c3ccco3)cc(C(F)(F)F)n2n1
(37) Cc1ccc(NC(=O)CN(C)C(=O)CCOc2ccccc2C)cc1
(38) Nc1ccc2oc(-c3ccc4nc[nH]c4c3)nc2c1
(39) CC(=O)c1ccc(S(=O)(=O)N2CCN(CC(=O)Nc3ccccc3C(=O)NC3CC3)CC2)cc1
(40) CCN(CC)C(=O)CN(c1cccc([N+](=O)[O-])c1)S(=O)(=O)c1ccccc1

assay / entry,33,34,35,36,37,38,39,40
Pf growth 48h,11%,-16%,u,13%,13%,-72%,u,-15%
Pf growth 96h,x,-25%,9.3µM*,17%,0%,u,u,0%
Shiga toxin inh,-3,-5,x,-6,2,27,x,-19
Cycloheximide cs,-3,-2,x,6,4,16*,x,1
Sm TGR block,-23%,3%,45µM*,6%,1%,2%,-12%,-2%
FBPA Giardia inh,8%,-11%,x,-3%,6%,-19%,x,0%

(41) Cc1cc(NC(=O)C2CCC2)n(-c2ccccn2)n1
(42) Cc1c(C(=O)O)oc2c1/C(=N\O)CCC2
(43) CCOc1ccc(C2CC(=O)NC(SCC(=O)OC)=C2C#N)cc1 (stereo unspecified)
(44) COc1ccccc1NS(=O)(=O)c1cccc(NC(=O)Nc2ccc(Cl)cc2)c1
(45) CCc1ccccc1-n1c(SCC(=O)N2CCCC2)nc2[nH]ncc2c1=O
(46) COc1ccc2cc(C(=O)C3CCCN(C(=O)c4cnccn4)C3)ccc2c1 (stereo unspecified)
(47) Cc1cccc(N(C)S(=O)(=O)c2ccc(-c3cc(C)no3)s2)c1
(48) COc1cccc(NC(=S)N2C3CCCC2CC(NC(=O)C2CC2)C3)c1 (stereo unspecified)

assay / entry,41,42,43,44,45,46,47,48
Pf growth 48h,9%,1%,x,u,1%,17%,30%[activator],12%
Pf growth 96h,-18%,27%,-23%,10µM*,u,26%,32%[activator],3%
Shiga toxin inh,9,4,-8,22,-11,36,-8,12
Cycloheximide cs,1,4,-7,1,6,19,-6,7
Sm TGR block,11%,-2%,-1%,-1%,0%,7%,3%&13%,-10%
FBPA Giardia inh,-1%,6%,-4%,-15%,1%,2%,1%,-19%

(49) COC(=O)c1cc(-c2ccccc2)n[nH]1
(50) Cc1ccc(S(=O)(=O)N2CCC(C(=O)NCCCN3CCCCCC3)CC2)cc1
(51) CSC1=NCCN1S(=O)(=O)c1ccc(Cl)cc1
(52) O=C(Nc1nc2c(Br)cc(Br)cc2c(=O)s1)C1CCC1
(53) CC(Sc1nnc(-c2ccccc2Br)o1)C(=O)N1CCOCC1 (stereo unspecified)
(54) Cc1ccc(N(Cc2cc3ccccc3[nH]c2=O)C(=O)c2ccco2)c(C)c1
(55) O=C(Nc1ccc(Cl)cn1)c1cccc(S(=O)(=O)N2CCCCC2)c1
(56) CC1=NOC(=O)/C1=C\c1ccc(-c2ccccc2Br)o1

assay / entry,49,50,51,52,53,54,55,56
Pf growth 48h,15%,18%,u,2.3µM*,6%,u,u,5%
Pf growth 96h,-2%[5.75 µM],68%[activator],-17%,25%,-25%,x,28%,15µM*
Shiga toxin inh,22,-1,4,-10,35,-13,3,-9
Cycloheximide cs,10,-3,-7,2,12,2,11,-7
Sm TGR block,-4%,u,6%,-8%,5%,-15%,8%,u
FBPA Giardia inh,2%,0%,-3%,-1%,4%,9%,6%,-25%

Fetched by structure from above:
(50) Cc1ccc(S(=O)(=O)N2CCC(C(=O)NCCCN3CCCCCC3)CC2)cc1
(52) O=C(Nc1nc2c(Br)cc(Br)cc2c(=O)s1)C1CCC1
(53) CC(Sc1nnc(-c2ccccc2Br)o1)C(=O)N1CCOCC1 (stereo unspecified)
(49) COC(=O)c1cc(-c2ccccc2)n[nH]1

assay / entry,50,52,53,49
Pf growth 48h,18%,2.3µM*,6%,15%
Pf growth 96h,68%[activator],25%,-25%,-2%[5.75 µM]
Shiga toxin inh,-1,-10,35,22
Cycloheximide cs,-3,2,12,10
Sm TGR block,u,-8%,5%,-4%
FBPA Giardia inh,0%,-1%,4%,2%

Next section:
(57) Cc1cc(S(=O)(=O)NCC(C)C)ccc1OCC(=O)N1CCN(Cc2ccccc2)CC1
(58) CC(=O)N1c2ccc(S(=O)(=O)N3CCC(C(=O)N4CCN(c5cccc(C(F)(F)F)c5)CC4)CC3)cc2CC1C (stereo unspecified)
(59) CCOC(=O)C1=C(C)Nc2nc(C)nn2C1c1ccc(C)cc1 (stereo unspecified)
(60) CC(C)Oc1ccc(CNC(=S)N/N=C/c2ccc([N+](=O)[O-])cc2)cc1
(61) O=C(CCCN1C(=O)C2CC=CCC2C1=O)Nc1cccc(F)c1 (stereo unspecified)
(62) O=C(Nc1nnc(C2=COCCO2)o1)c1ccc(S(=O)(=O)N2CCCC2)cc1
(63) O=C(CSc1nc2c(cnn2-c2ccc(F)cc2)c(=O)[nH]1)N1N=C(c2cccs2)CC1c1ccc(F)cc1 (stereo unspecified)
(64) N#C/C(=C\c1ccc(O)c(O)c1)C(=O)Nc1ccccc1
(65) COc1ccc(Cc2nc3ccc(C(=O)NCC4COCCO4)cc3o2)cc1 (stereo unspecified)
(66) S=C(NC1CCCCC1)N1CCN(c2ccccn2)CC1
(67) CC(C)CNC(=O)CSc1nnc2ccccn12

assay / entry,57,58,59,60,61,62,63,64,65,66,67
Pf growth 48h,u,u,-3%,u,10%,u,u,u,0%,-14%,16%
Pf growth 96h,44%,22%,10%,x,-18%,-30%,9.3µM*,u,u,12µM*,-1%
Shiga toxin inh,-5,3,-13,-4,23,2,-18,x,-6,-10,14
Cycloheximide cs,8,1,-4,9,-1,-1,-3,x,13,7,-2
Sm TGR block,-28%,10%,-19%,-2%,7%,-1%,-10%,-7%,u,6%,-2%
FBPA Giardia inh,3%,x,-2%,0%,x,3.5µM*,u,u,x,6%,1%
